SENP8 block-1: SENP8 protease inhibitors, primary screen, biochemical, luminescence; Sentrin-specific protease 8 (Homo sapiens), Q96LD8; purified SENP8, Z-RLRGG-aminoluciferin cleavage; inhibition, % at 10 µM; 330,000 tested, 1.2% active; AID 2540, 2010; in the data active = inhibition above about 50%
Target sequence (Q96LD8 whole entry, looked up): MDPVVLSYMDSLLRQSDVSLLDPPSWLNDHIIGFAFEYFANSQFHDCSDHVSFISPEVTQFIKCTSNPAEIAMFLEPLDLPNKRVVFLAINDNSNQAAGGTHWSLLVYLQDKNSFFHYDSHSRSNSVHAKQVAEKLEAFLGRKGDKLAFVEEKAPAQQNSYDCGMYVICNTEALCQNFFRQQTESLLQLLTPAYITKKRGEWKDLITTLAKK
UBC13 polyUb: UBC13 polyubiquitin chain formation inhibitors, primary screen, biochemical, TR-FRET, uHTS. inhibition, % at 20 µM. 330,000 tested, 0.47% active; in the data active = inhibition above about 45%, passing the limit was not always enough
Target sequence (P61088 whole entry, looked up): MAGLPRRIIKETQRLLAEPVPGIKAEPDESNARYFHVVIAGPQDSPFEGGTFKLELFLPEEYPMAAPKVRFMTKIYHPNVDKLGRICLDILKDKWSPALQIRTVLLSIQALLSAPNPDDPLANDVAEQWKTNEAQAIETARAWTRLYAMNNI
MIN6 prolif: inducers of MIN6 beta-cell proliferation, primary screen, ATP luminescence, uHTS; MIN6 cells proliferation, ATPlite luminescence, 48 h; cells starved in 0.2% serum; 100% = growth in 10% serum; proliferation, % at 10 µM; 330,000 tested, 0.29% active; AID 2380, 2010;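 active = compounds whose signal lies at least 3.5 SD above the mean of all wells on their plate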;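 also: 0% = DMSO-treated cells in low-serum medium and 100% = 10% serum control; some compounds called inactive have numbers as strong as hits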
HKDC1 inh: HKDC1 hexokinase inhibitors, primary screen, biochemical, fluorescence, uHTS; recombinant HKDC1, G6PDH/diaphorase resazurin coupled fluorescence; inhibition, % at 20 µM; 340,000 tested, 0.16% active;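 active = inhibition above about 35% when tested at 20 µM, limit read from the data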;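 also: plate controls were DMSO wells with enzyme for no effect and DMSO wells lacking enzyme for full effect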
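Assay system: in-house recombinant HK5 (HKDC1) enzyme. Input: HKDC1 at 5 µg/mL. Medium: Tris pH 8.0 buffer with MgCl2, Tween-20, BSA, BME. Dosing: single 20 µM dose. Schedule: 90 min reaction incubation at room temperature, dark. Signal: resazurin-to-resorufin fluorescence via G6PDH and diaphorase coupling, 525/613 nm. Controls: DMSO-enzyme wells negative, buffer-substituted wells positive.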
SENP6 block: SENP6 protease inhibitors, primary screen, biochemical, luminescence, uHTS; Sentrin-specific protease 6 (Homo sapiens), Q9GZR1; 330,000 tested, 1.8% active; inhibition, % at 10 µM; Recombinant SENP6 catalytic domain, aminoluciferin luminescence;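 active = inhibition above about 50% at the single tested dose, limit read from the data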;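 also: plate controls were DMSO wells with enzyme for no effect and DMSO wells lacking enzyme for full effect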
PfG6PD inh: PfG6PD enzyme inhibitors, primary screen, biochemical, fluorescence intensity, uHTS. glucose-6-phosphate dehydrogenase-6-phosphogluconolactonase (Plasmodium falciparum 3D7). PfGluPho enzyme, NADPH resazurin-diaphorase fluorescence. inhibition, % at 20 µM. 350,000 tested, 0.78% active. AID 504690, 2011;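 active = inhibition reaching at least a set limit at 20 µM in the primary screen, cut at about 59% in these data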;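 also: 0% = DMSO wells with substrate and 100% = DMSO wells lacking glucose-6-phosphate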
SENP8 block-2: human SENP8 protease inhibitors, primary screen, biochemical, fluorescence, Nedd8 protein substrate, uHTS; recombinant SENP8; 360,000 tested, 0.64% active; inhibition, % at 20 µM; AID 602440, 2012; in the data active = inhibition mostly above about 40%, no sharp cut-off; inactive = mostly below about 27%
SENP1 FRET inh: human SENP1 catalytic domain inhibitors, primary screen, biochemical, FRET, uHTS. Sentrin-specific protease 1 (Homo sapiens), Q9P0U3. recombinant SENP1 catalytic domain, CyPet-SUMO1-YPet FRET cleavage. inhibition, % at 10 µM. 360,000 tested, 0.21% active. AID 624204, 2012;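 active = inhibition at least 30% at 10 µM, raw YFP signal under a set limit, fluorescence ratio 0.5 to 1.5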;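 also: 0% = enzyme with DMSO and 100% = no enzyme wells; some results filed as inactive read as strong as hits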
Target sequence (Q9P0U3 419-644 limits assumed): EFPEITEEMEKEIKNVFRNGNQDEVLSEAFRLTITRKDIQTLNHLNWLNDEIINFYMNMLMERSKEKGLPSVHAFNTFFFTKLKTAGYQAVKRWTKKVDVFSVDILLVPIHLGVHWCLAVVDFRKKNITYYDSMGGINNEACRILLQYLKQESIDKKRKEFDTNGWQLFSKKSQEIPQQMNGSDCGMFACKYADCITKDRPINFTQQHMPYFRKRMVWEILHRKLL
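Test system: human SENP1 catalytic domain; medium: Tris pH 8 buffer plus EDTA, NaCl, BME, BSA, NP40, catalase; incubation: 50 min reaction at room temperature; technique: FRET, CFP and YFP emission; controls: no-enzyme low control and enzyme-plus-DMSO high control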
SENP7 block: SENP7 protease inhibitors, primary screen, biochemical, luminescence, uHTS | Sentrin-specific protease 7 (Homo sapiens), Q9BQF6 | recombinant SENP7, Z-RLRGG-aminoluciferin luminescence, 40 min | inhibition, % at 5 µM | 330,000 tested, 1.5% active | AID 434973, 2010;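 active = inhibition above about 50% at the single test dose, limit read from the data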;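 also: plate controls were DMSO with enzyme for no effect and no enzyme buffer wells for full effect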
Target sequence (Q9BQF6 706-1050 limits assumed): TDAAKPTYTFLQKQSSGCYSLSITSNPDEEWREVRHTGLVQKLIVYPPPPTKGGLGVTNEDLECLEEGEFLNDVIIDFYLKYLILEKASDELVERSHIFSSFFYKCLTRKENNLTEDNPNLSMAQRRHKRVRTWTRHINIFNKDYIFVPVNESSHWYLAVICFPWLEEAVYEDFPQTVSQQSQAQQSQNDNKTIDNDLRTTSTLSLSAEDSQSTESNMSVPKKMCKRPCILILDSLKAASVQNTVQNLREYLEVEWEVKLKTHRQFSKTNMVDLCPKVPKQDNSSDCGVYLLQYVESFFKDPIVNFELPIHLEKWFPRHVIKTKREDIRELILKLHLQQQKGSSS
Numbers without * were called inactive; i = inactive; . = not tested or not shown. Rows are unselected; about 4% have a hit in one of these screens.

SMILES | SENP8 block-1 | UBC13 polyUb | MIN6 prolif | HKDC1 inh | SENP6 block | PfG6PD inh | SENP8 block-2 | SENP1 FRET inh | SENP7 block
C/C(=N\O)C(C)(C)Nc1cccc(F)c1 | -9 | -1 | -1 | 1 | -12 | -19 | 12 | 2 | -1
COc1cccc(OC)c1C(=O)NC(=S)NCc1ccccc1 | 1 | -6 | -3 | -6 | 10 | 10 | 6 | -1 | -6
CCN(CC)c1ccc(C(=O)NNC(=O)CN2C(=O)NC3(CCCCC3)C2=O)cc1 | -3 | -12 | 2 | -4 | -16 | 21 | -29 | -2 | -8
CC(C)CC1=C/C(=C/c2ccc(-c3ccccc3)o2)C(=O)O1 | -7 | -3 | -4 | 4 | -3 | -7 | -426 | -35 | 3
COc1ccc(NC(=S)N2CCNC(=O)C2CC(=O)Nc2cccc(Cl)c2C)cc1 (stereo not given) | -9 | -28 | -2 | -5 | -14 | 9 | 18 | 3 | -9
NS(=O)(=O)c1ccc(CCNC2CC(=O)N(CCc3ccccc3)C2=O)cc1 (stereo not given) | -4 | 2 | -1 | 0 | -6 | -19 | 12 | 0 | 1
O=C(CS(=O)(=O)c1ccccc1)N1CCc2ccccc21 | -8 | 8 | 0 | -7 | -24 | -4 | 11 | 1 | 9
COc1ccc(S(=O)(=O)Cc2ccc(C(=O)N3CCN(c4cc(C)ccc4C)CC3)o2)cc1 | -1 | 8 | -2 | 6 | -4 | 9 | 2 | 3 | 2
CC(C)(C)NC(=O)C(c1c[nH]c2ccccc12)N(C(=O)Cn1nnc(-c2ccc(Cl)cc2)n1)c1ccccc1F (stereo not given) | -10 | -25 | 0 | 5 | -6 | 18 | 16 | 0 | -12
O=[N+]([O-])c1ccc(OS(=O)(=O)Cc2ccccc2)cc1 | -5 | -3 | 0 | -5 | -2 | 3 | 13 | 0 | -5
CCOC(=O)C(C)Sc1ccc2nnc(-c3ccc(F)cc3)n2n1 (stereo not given) | -6 | 2 | 0 | 12 | -17 | 17 | -243 | 0 | -10
CCc1nnc(NC(=O)c2ccc(NS(=O)(=O)c3ccccc3)cc2)s1 | -7 | -3 | -1 | -6 | -3 | 43 | -33 | 1 | 6
CCOc1ccccc1NC(=O)NC(C)c1ccc2c(c1)OCO2 (stereo not given) | 5 | 9 | -2 | . | -7 | . | -1 | 0 | 4
COc1ccc(C(CNC(=O)Nc2ccccc2)N2CCN(C)CC2)cc1 (stereo not given) | 8 | -8 | -1 | -7 | 12 | 15 | 12 | 1 | 2
COc1ccc(NS(=O)(=O)c2cccc(C(=O)OCC(=O)N3CCN(c4ccc(OC)cc4)CC3)c2)cc1 | -3 | -1 | -7 | -4 | -8 | 4 | 1 | -2 | 14
CCC1CCCCN1CCNS(=O)(=O)c1ccc2c(c1)oc(=O)n2C (stereo not given) | 7 | 5 | 0 | 0 | -14 | -19 | 2 | -5 | 1
Cc1cccc([N+](=O)[O-])c1NC(=O)COC(=O)C1CCCO1 (stereo not given) | 1 | 6 | -1 | -2 | -4 | -1 | 16 | 1 | 7
COc1ccc(NC(=O)Cc2nnc(SCC(=O)Nc3nccs3)n2C)cc1 | -3 | 4 | -2 | -1 | -12 | -27 | 3 | 2 | 2
Cc1ccccc1CN1CCN(S(=O)(=O)c2cccs2)CC1 | 7 | 6 | 4 | -9 | 2 | 15 | 12 | 2 | 6
CCCNc1nc(-c2ccccc2)c(C(=O)OCC)cc1C#N | 5 | 18 | -4 | -3 | 1 | -1 | i | -2 | 3
O=C(Nc1ccc(Br)cn1)c1ccc([N+](=O)[O-])o1 | -26 | -13 | -6 | 7 | 5 | 14 | 14 | -25 | -2
CC(=O)N1CCN(C(=O)C2(NC(=O)Nc3ccccc3Cl)CCCCC2)CC1 | 6 | 1 | 0 | 1 | 3 | 5 | 15 | 1 | 3
COc1cc(C(=O)N2CCN(C(=O)Cc3ccccc3)CC2)cc(OC)c1OC | 2 | -13 | -2 | -3 | 19 | 9 | 22 | 4 | -6
CN(CC(=O)Nc1ccccc1Br)C(=O)c1n[nH]c2ccccc12 | -2 | -7 | -1 | -5 | -15 | 1 | 22 | 5 | -6
COc1cc(OC)cc(C(=O)NCCc2cnc[nH]2)c1 | -10 | -6 | -2 | -4 | -32 | -1 | 4 | 3 | -7
Fc1cccc(CSc2ccc3nnc(-c4ccccn4)n3n2)c1 | -2 | -12 | -3 | 2 | -23 | 5 | -76 | -3 | -4
N=c1c2c(n(Cc3ccc(Cl)c(Cl)c3)c3c1CCC3)CCCC2 | -12 | 13 | -5 | -2 | -5 | -17 | 34 | -2 | -8
COc1cc(/C=C/C(=O)NC(C)(C)C)ccc1OCc1ccccc1 | -4 | 2 | 0 | 2 | 10 | 7 | -39 | 0 | 11
Cc1cccc(NC(=S)N2CCN(c3cc(C)ccc3C)CC2)c1 | -3 | 2 | 0 | -3 | -9 | 13 | 25 | 1 | 6
Cc1ccc(N=Cc2ccc(N(C)C)cc2)cc1 | 5 | -4 | 3 | 8 | 9 | 11 | -2 | 1 | -7
Cc1cc2c(NC(=O)CCCC(=O)O)cccc2nn1 | -4 | -4 | -2 | 3 | -9 | 3 | 5 | 1 | -1
CCC(=O)Nc1cccc(NC(=O)CSc2nnc(-c3ccc(NS(C)(=O)=O)cc3)n2CC)c1 | 1 | 1 | 1 | 0 | -3 | -19 | 14 | 4 | 6
CCOc1ccccc1C1c2[nH]c3ccccc3c2C[C@H]2C(=O)N(C3CC3)CC(=O)N12 (stereo not given in full) | 2 | 0 | 5 | -5 | 5 | -34 | 16 | -2 | -2
COc1cccc(CNC(=O)CN(C)S(=O)(=O)c2ccc3c(c2)n(C)c(=O)c(=O)n3C)c1 | -7 | 6 | 1 | 9 | -1 | 8 | -46 | -1 | -3
Cc1ccc(/C=C2/NC(=O)N(Cc3ccccc3)C2=O)o1 | 0 | -14 | 0 | -3 | -1 | 41 | -168 | 4 | 9
Cc1ccc(NC(=O)CCNS(=O)(=O)c2ccc3[nH]c(=O)oc3c2)c(C)c1 | 1 | 3 | -3 | 0 | -1 | -18 | -1 | 0 | 2
Cc1ccc(-c2noc(C3CCCN(C(=O)c4cccc([N+](=O)[O-])c4)C3)n2)o1 (stereo not given) | -5 | -1 | 0 | 4 | -7 | -4 | 7 | -1 | -5
CCCCC(CC)CNC(=O)c1[nH]c(C)c(C(C)=O)c1C (stereo not given) | 2 | 4 | -2 | -1 | 4 | -9 | 26 | 1 | 5
O=S1(=O)CCN2C(=N1)Sc1c2ccc2c1CCCC2 | 3 | 1 | -4 | 21 | 23 | -13 | 4 | 3 | -3
Nc1cc(S(=O)(=O)N2CCOCC2)ccc1N1CCOCC1 | 7 | 2 | 1 | -1 | 2 | 9 | 4 | 1 | -10
CSc1nc2ccc(S(=O)(=O)Nc3c(C)n(C)n(-c4ccccc4)c3=O)cc2s1 | -4 | -7 | 0 | -3 | -34 | -9 | 1 | 0 | -1
Cc1ccn2c(c1)nc(=O)c1cc(S(=O)(=O)N3CCOCC3)ccc12 | -10 | 0 | -4 | -4 | -25 | -4 | -330 | -2 | -47
N#Cc1ccc(N2CCCNCC2)nc1 | -3 | -5 | -2 | -5 | -16 | -7 | 6 | 1 | -21
Cc1onc(-c2c(Cl)cccc2Cl)c1C(=O)Nc1nc(C(C)(C)C)cs1 | -10 | 1 | -4 | -1 | -9 | 11 | -12 | 1 | 8
Cc1cc(C)n2c(SCCC(C)C)nnc2n1 | -4 | 4 | 0 | -7 | -7 | -9 | 20 | -1 | -4
Cc1cc(C)c(-c2cc(NC(=O)COC(=O)c3ccc(NC(=O)CC#N)cc3)n(-c3ccccc3)n2)cc1C | -5 | -13 | -1 | 0 | -6 | -4 | -8 | -5 | -12
CCOC(=O)C1=C(C)N(c2ccc(C)cc2)C(=O)/C1=C\c1ccc(O)c(OC)c1 | -5 | -58 | -6 | 14 | -5 | 38 | 5 | -21 | 5
COc1ccc(OC)c(NC(=O)CCNS(=O)(=O)c2ccc3c(c2)oc(=O)n3C)c1 | -1 | 9 | 1 | -7 | 5 | -18 | 17 | 2 | 6
O=C(COc1ccccc1)N=C1SC2CS(=O)(=O)CC2N1c1ccc(F)cc1F (stereo not given) | 4 | -2 | -3 | -5 | 12 | -15 | 13 | 2 | -4
CC(=O)Oc1c(Br)cc(N(C(C)=O)S(=O)(=O)c2ccccc2)c2ccccc12 | 15 | -39 | -5 | 31 | 7 | 44 | 20 | -2 | 8
O=C(Nc1c(C(=O)Nc2cccc(F)c2)oc2ccccc12)c1ccc2c(c1)OCO2 | -5 | 29 | -4 | -5 | 3 | 2 | -138 | 0 | -4
Cc1cccc(C)c1-c1ccc(CN2C(CC(C)C)C(=O)N(Cc3cn(CCO)nn3)CCS2(=O)=O)cc1 (stereo not given) | . | . | . | -2 | . | 21 | -8 | -1 | .
CCOc1ccc(NC(=S)Nc2ccc(OC(F)(F)F)cc2)cc1 | -2 | 2 | -5 | -5 | 16 | -17 | 18 | 1 | 7
CC1(C)OC(=O)C(=CNCC(O)c2ccccc2)C(=O)O1 (stereo not given) | 0 | 2 | -3 | -6 | 6 | -4 | 14 | 0 | -2
CCC(=O)N1CCc2cc(Br)cc(S(=O)(=O)N(C)c3ccc(OC)cc3)c21 | -9 | -6 | 4 | 2 | -31 | 5 | 17 | 3 | -6
O=C(CN1CCN(S(=O)(=O)N2CCCCC2)CC1)Nc1ccc(Br)cc1 | 0 | -3 | -1 | -2 | -22 | -3 | 1 | 1 | 1
CCCCn1c(N)c(N(CCOC)C(=O)c2ccc(-c3ccc(Cl)cc3)o2)c(=O)[nH]c1=O | 5 | -15 | -1 | 0 | -14 | 9 | -218 | -12 | -10
NC(N)=N/N=C/c1ccc(OCc2ccc(Cl)cc2Cl)cc1 | -26 | 108* | -4 | -21 | -37 | 4 | 23 | 1 | 11

Screens from PubChem.
